# Source: PubChem BioAssay (The Scripps Research Institute Molecular Screening Center)
# M1 ag – human M1 muscarinic receptor agonists, primary screen, Fluo-8 calcium fluorescence, CHO-K1 cells, HTS; Muscarinic acetylcholine receptor M1 (Homo sapiens), P11229; CHO-K1 hM1, agonist mode; 0% DMSO, 100% acetylcholine EC100; activation, % at 3 µM; 0.33% of 360,000 active;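 active means activation above the run's mean compound activation plus 3 SD, cut at about 16% in these data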;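 further: peak over basal fluorescence ratio within a 140 s kinetic read after compound addition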
# CHO parental Ca – ATP-evoked calcium signal inhibitors, parental CHO, primary screen, counter-screen for OX1R antagonist project, cell-based, fluorescence, Fluo-8 calcium dye | inhibition, % at 5.6 µM | parental CHO-K1, ATP-induced calcium, Fluo-8 fluorescence | 0.63% of 330,000 active;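 active means inhibition above that plate's mean sample inhibition plus 3 SD, cut at about 26% in these data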;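 further: 0% = ATP-challenged DMSO wells and 100% = DMSO wells without ATP; some compounds past the cut are filed as inactive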
#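 Test system: parental CHO cells; detection: calcium-sensitive Fluo-8 fluorescence; evaluation: percent inhibition of calcium signal; also added: ATP as calcium-mobilizing challenge; repeats: one well per compound; control set: ATP-challenged DMSO wells low, unchallenged DMSO wells high; compound: single nominal dose of 5.6 µM per compound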
# M1 PAM parental – nonselective calcium activators in parental CHO-K1 cells, primary screen, counter-screen for M1 PAM project, cell-based, Fluo-8 calcium fluorescence, full deck, 1536-well; ATP EC20; 0% at ATP EC20, 100% at ATP max; activation, % at 3 µM; 0.02% of 360,000 active;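 active means activation above the run cutoff, the mean activation of all test compounds plus 3 SD, cut at about 40% in these data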;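 further: peak over basal fluorescence ratio in a 140 s read after ATP addition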
# CHO-K1 Ca ag – counter-screen for M1 agonists: effect in parental CHO-K1 cells. Fluo-8 calcium fluorescence; scaled to maximal ATP response, vehicle zero. activation, % at 3 µM. 0.48% of 360,000 active; in the data active means activation above about 15%;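 further: untransfected CHO-K1 host cells lacking M1 receptor as counterscreen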
# TAAR1 agonist – human TAAR1 agonists, primary screen, Fluo-8 calcium fluorescence, CHO RD-HGA16 cells. Trace amine-associated receptor 1 (Homo sapiens), Q96RJ0. vehicle wells 0%, saturating PEA agonist 100%. activation, % at 3 µM. 0.99% of 360,000 active. AID 624467, 2012;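 active means activation above the mean activation of all test compounds in the run plus 3 SD, cut at about 38% in these data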
# Target sequence (Q96RJ0 whole entry, looked up): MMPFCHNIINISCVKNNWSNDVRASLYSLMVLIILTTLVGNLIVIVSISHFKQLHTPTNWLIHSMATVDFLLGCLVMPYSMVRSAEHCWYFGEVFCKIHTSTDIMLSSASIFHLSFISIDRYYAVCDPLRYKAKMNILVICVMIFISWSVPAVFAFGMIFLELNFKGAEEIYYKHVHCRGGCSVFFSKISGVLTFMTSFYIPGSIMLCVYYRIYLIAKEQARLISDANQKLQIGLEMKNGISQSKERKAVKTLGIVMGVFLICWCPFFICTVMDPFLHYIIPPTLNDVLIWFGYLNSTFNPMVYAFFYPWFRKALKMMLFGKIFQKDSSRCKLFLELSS
#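 test system = CHO RD-HGA16 cells carrying human TAAR1 plus Gα16 | schedule = 17-24 h seeding, 75 min 37 °C dye, 30 min RT | compound dosing = 3 µM single concentration | control set = DMSO and PEA EC100 | replicates = n 1 | signal = Fluo-8 fluorescence, 5 s baseline then 140 s kinetic read | measure = percent activation vs PEA EC100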
# CHRM1 antagonist – human M1 muscarinic receptor antagonists, primary screen, CHO-K1 cells, Fluo-8 calcium fluorescence, 1536-well. 1.3% of 360,000 active. Muscarinic acetylcholine receptor M1 (Homo sapiens), P11229. CHO-K1 hM1, ACh EC80 antagonist. inhibition, % at 3 µM;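 active means percent inhibition above its own plate's cutoff, namely the mean of that plate's compound wells plus 3 SD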;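 further: peak over basal fluorescence ratio during 140 s after agonist addition; 0% = ACh EC80 plus DMSO and 100% = DMSO alone without agonist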
# TAAR1 antag – human TAAR1 antagonists, primary screen, Fluo-8 calcium fluorescence, CHO RD-HGA16 cells; antagonist; inhibition, % at 3 µM; 1.5% of 360,000 active; AID 624466, 2012;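 active means inhibition above a per-plate cutoff, the mean inhibition of test compounds on that plate plus 3 SD, cut at about 49% in these data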;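 further: 0% = DMSO plus EC80 beta-PEA response and 100% = DMSO alone without agonist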
#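 Test system – hTAAR1-expressing CHO RD-HGA16 cells, Gα16-coupled · Also added – β-PEA at EC80 concentration, post-compound challenge · Compound – 3 µM, single point · Incubation – dye loading 75 min at 37 °C, then 30 min room temperature · Measured by – Fluo-8 intracellular calcium dye fluorescence, real-time kinetic reads · Benchmarks – vehicle and agonist controls · Replicates – singlicate, one well per test compound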
# M1 PAM – human M1 muscarinic receptor positive allosteric modulators, primary screen, CHO-K1 cells, Fluo-8 calcium fluorescence, 1536-well. Muscarinic acetylcholine receptor M1 (Homo sapiens), P11229. CHO-K1 hM1, ACh EC20; 0% = ACh EC20, 100% = maximal ACh. activation, % at 3 µM. 0.088% of 360,000 active. AID 588819, 2011; in the data active means activation above about 19%, passing the limit was not always enough
# CHO-K1 Ca antag – M1 antagonist counterscreen hit in parental CHO-K1 cells. ATP-induced calcium, Fluo-8 fluorescence. inhibition, % at 3 µM. 0.6% of 360,000 active. AID 602250;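 active means inhibition above a per-plate cutoff, the plate's mean sample inhibition plus 3 SD, cut at about 24% in these data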;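 further: 0% = DMSO plus EC80 ATP and 100% = DMSO alone without ATP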
# * = called active by the depositor; . = no result given.
SMILES,M1 ag,CHO parental Ca,M1 PAM parental,CHO-K1 Ca ag,TAAR1 agonist,CHRM1 antagonist,TAAR1 antag,M1 PAM,CHO-K1 Ca antag
Cc1cccc(NC(=O)COC(=O)c2ccc(S(=O)(=O)N3CCCCCC3)cc2)c1,-3,.,-21,0.2,1,-12,-12,9,-1
CCOc1ccccc1N1Cc2ccccc2C1,-5,-27,3,-0.5,7,-19,6,5,-3
COC(=O)c1ccccc1NC(=O)CN(C1CCCCC1)S(C)(=O)=O,1,-12,16,0.3,1,-15,-5,8,-9
O=C1c2ccccc2S(=O)(=O)N1CC(O)COc1ccc(Br)cc1 (stereo unspecified),4,-19,0,2.6,24,14,7,-3,18
N#Cc1ccc(CSCC(=O)O)cc1,0,-4,-16,-0.2,1,-11,-4,-2,6
c1cncc(CSc2nnc3ccc(-c4ccncc4)nn23)c1,-2,-4,-23,-0.1,1,-4,-12,8,17
[N-]=[N+]=NC[C@H](Cc1ccccc1)N1CCN(Cc2ccccc2)CCC1=O,-5,-16,-22,-0.5,7,1,-10,1,9
Cc1ccc(SCc2nc3ncccn3c2Br)cc1,-9,-11,-12,0.1,8,15,-23,-12,5
O=S(=O)(c1cccc(NC(=S)N2CCN(c3ccc(F)cc3)CC2)c1)C(F)F,-4,18,7,6.2,10,2,32,-7,11
COc1ccc(N(CC(=O)NCCc2ccccc2)C(=O)CCC(=O)Nc2ccccn2)cc1,-2,-25,10,0.0,0,6,4,4,-4
CC(=O)c1ccc(NC(=O)C2CCN(S(=O)(=O)c3cccc4cccnc34)CC2)cc1,1,-2,-1,3.1,6,-6,39,-2,4
O=C(Nc1ccc2ccccc2c1)/C(=C\c1ccc2c(c1)OCO2)NC(=O)c1ccco1,-10,-14,15,1.3,0,8,13,-12,8
Cc1ccc(NC(=O)CN2C(=O)C3CCCCN3C(=O)c3ccccc32)cc1 (stereo unspecified),-4,-21,12,0.2,5,-5,-7,2,-6
CCOC(=O)c1c(NC(=O)C2C3C=CC(CC3)C2C(=O)O)sc(C)c1CC (stereo unspecified),-6,-27,1,4.4,2,-1,-23,1,4
O=C(N/N=C/c1ccc(O)cc1)/C(=C/c1ccccc1)CCO,-6,-5,-8,0.8,-3,8,11,-4,5
FC(F)(F)c1cccc(NC(=S)NNC(=S)NCc2ccccc2)c1,-5,6,-15,-0.9,-3,-6,21,-8,18
O=C(O)c1ccccc1C(=O)Nc1ccc(S(=O)(=O)Nc2nccs2)cc1,-3,-4,4,-0.2,1,-23,-11,2,-5
COC(C(=O)Nc1ccc(Cl)cc1C)c1ccccc1 (stereo unspecified),-5,-6,12,0.3,0,10,5,-3,-1
Cc1ccccc1C(=O)OC1CCN(C)CC1,-9,-2,12,2.6,0,35*,2,-21,-3
O=C(c1cc2ccccc2o1)n1nnc2ccccc21,0,6,16,1.0,9,-14,-2,0,-7
CCCC(=O)C1=C(O)C(C(=O)OC)C(C)(C)CC1=Nc1ccc(N)cc1 (stereo unspecified),-4,-5,13,-0.2,3,1,-3,4,-3
COC(=O)c1nn(-c2ccccc2)c(Cl)c1/C=N/OCc1ccc(Cl)cc1Cl,-1,16,9,0.5,2,-4,4,6,-12
COc1cc(/C=C2/SC(=S)N(CCC(=O)Nc3ccc(C(=O)O)cc3)C2=O)cc(OC)c1OC,2,-5,-19,-0.1,3,-14,-13,13,5
CCC(Oc1ccccc1)C(=O)N1CC(C)CC(C)C1 (stereo unspecified),-4,-8,20,1.1,8,-10,17,8,-12

# Looked up one by one from the list above:
SMILES,M1 ag,CHO parental Ca,M1 PAM parental,CHO-K1 Ca ag,TAAR1 agonist,CHRM1 antagonist,TAAR1 antag,M1 PAM,CHO-K1 Ca antag
CCCC(=O)C1=C(O)C(C(=O)OC)C(C)(C)CC1=Nc1ccc(N)cc1 (stereo unspecified),-4,-5,13,-0.2,3,1,-3,4,-3
Cc1ccccc1C(=O)OC1CCN(C)CC1,-9,-2,12,2.6,0,35*,2,-21,-3
c1cncc(CSc2nnc3ccc(-c4ccncc4)nn23)c1,-2,-4,-23,-0.1,1,-4,-12,8,17
O=C(O)c1ccccc1C(=O)Nc1ccc(S(=O)(=O)Nc2nccs2)cc1,-3,-4,4,-0.2,1,-23,-11,2,-5
O=C(N/N=C/c1ccc(O)cc1)/C(=C/c1ccccc1)CCO,-6,-5,-8,0.8,-3,8,11,-4,5
